hERG protect: hERG (human) protection from proarrhythmic block; Q12809; CHO-hERG, FluxOR thallium flux, dofetilide IC70 present; activation (rescue from dofetilide block), less the hit threshold, % at 10 µM; 310,000 compounds, 0.51% hits; AID 1511;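 active = activation above the mean of controls blocked by dofetilide plus 5 SD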;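 note: thallium influx through hERG after potassium depolarization seen as dye fluorescence rise; in these data hits start at about 4.7%; inactives centre near -7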
MrgX1 allo act: human MrgX1 positive allosteric modulation, primary screen; AID 588675; MrgX1-HEK293, Fluo-4 calcium flux, FDSS; hits give high values; Q96LB2; 310,000 compounds, 0.63% hits; B-score at 10 µM;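 active = plate-corrected calcium response at least 3 library SD above typical, normal starting fluorescence, not activating the receptor alone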;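 note: compound read alongside a low EC10 to EC30 dose of BAM8-22 agonist; peak minus trough fluorescence over baseline measured at the second addition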
RGS4 inh: inhibitors of human RGS4; P49798; HEK293 M3R/RGS4 inducible, Fluo-4 calcium flux; hits give high values; triggered by carbachol at its EC20; B-score at 10 µM; 310,000 compounds, 0.45% hits;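 active = B-score, a plate-corrected calcium signal, over three deviations above library mean, with baseline fluorescence within five deviations of library mean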;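 note: RGS4 expression induced by doxycycline in cells with stable M3 receptor; B-score is computed from the integrated fluorescence ratio over baseline after carbachol; higher B-score means a larger calcium signal and so more RGS4 inhibition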
RGS4 pot: RGS4 potentiation or activation. HEK293 M3R/inducible RGS4, carbachol calcium flux Fluo4; hits give low values. AID 463111. B-score at 10 µM. 310,000 compounds, 0.92% hits;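 active = B-score of the integrated calcium signal more than 4 SD below the library mean, with starting fluorescence not abnormally high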;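 note: negative B-score means reduced calcium response which marks RGS4 activation or potentiation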
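Test system: HEK293 cells with stable M3R and inducible RGS4; also added: carbachol at ECmax as muscarinic agonist stimulus; schedule: dye loading 30 min 37 °C, buffer rest 30 min RT; technique: kinetic calcium fluorescence imaging with Fluo4-AM dye, 2 µM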
KCNK3 inh: human KCNK3 channel inhibition, primary screen; CHO-KCNK3 thallium flux, FluxOR fluorescence; hits give low values; B-score at 10 µM; 340,000 compounds, 0.84% hits;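 active = B-score under library mean minus 4 SD, starting fluorescence ratio at most library mean plus 5 SD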;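 note: more negative B-score means stronger inhibition of thallium flux through KCNK3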
KCNQ1 block: human KCNQ1 channel inhibition | P51787 | CHO-K1 KCNQ1, FluxOR thallium flux fluorescence; hits give high values | B-score at 10 µM | 310,000 compounds, 1.3% hits;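 active = compounds whose thallium flux B-score, printed positive for inhibition, exceeds three library SD while starting fluorescence stays within three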;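 note: channel opened by potassium depolarization with thallium stimulus after 20 min compound exposure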
Target sequence (P51787 whole entry, looked up): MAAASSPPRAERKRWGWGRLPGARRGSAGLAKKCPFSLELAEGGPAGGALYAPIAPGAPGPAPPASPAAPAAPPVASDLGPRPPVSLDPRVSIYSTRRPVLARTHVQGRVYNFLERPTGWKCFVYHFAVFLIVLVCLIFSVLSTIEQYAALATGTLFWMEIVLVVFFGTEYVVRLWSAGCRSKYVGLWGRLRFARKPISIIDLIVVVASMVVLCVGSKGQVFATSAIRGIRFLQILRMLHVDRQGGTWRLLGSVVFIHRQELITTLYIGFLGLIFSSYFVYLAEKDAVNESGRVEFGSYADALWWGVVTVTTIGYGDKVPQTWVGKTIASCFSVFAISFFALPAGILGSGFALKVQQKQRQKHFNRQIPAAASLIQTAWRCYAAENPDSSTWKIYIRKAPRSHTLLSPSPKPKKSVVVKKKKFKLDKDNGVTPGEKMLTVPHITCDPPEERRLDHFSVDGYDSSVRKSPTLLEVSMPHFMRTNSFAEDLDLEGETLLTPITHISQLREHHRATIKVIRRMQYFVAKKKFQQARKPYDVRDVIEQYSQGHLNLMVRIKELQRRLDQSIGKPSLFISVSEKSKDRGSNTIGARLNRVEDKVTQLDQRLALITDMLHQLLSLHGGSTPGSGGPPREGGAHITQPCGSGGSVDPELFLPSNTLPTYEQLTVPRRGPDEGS
TMEM16A act: activates or potentiates the mouse TMEM16A chloride channel; Q8BHY3; HEK293 TMEM16A/YFP-H148Q/I152L, iodide quench fluorescence; hits give low values; B-score at 10 µM; 340,000 compounds, 0.3% hits; AID 623877;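 active = fluorescence-ratio B-score plate-corrected deviation score at least 3 library SD below zero, with starting fluorescence score within 5 deviations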;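 note: channel opened by trigger with iodide after compound preincubation; score built on the fluorescence ratio of max minus min over baseline; more negative score means more quench and so TMEM16A activation or potentiation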
MrgX1 agonist: agonists of human MrgX1 receptor | Q96LB2 | MrgX1-HEK293 cells, Fluo-4 calcium fluorescence, agonist mode; hits give high values | B-score at 10 µM | 310,000 compounds, 0.44% hits | AID 588627;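 active = calcium response B-score plate-corrected fluorescence ratio at least 3 library SD, with starting fluorescence B-score inside 5 SD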
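System: HEK293 cells stably expressing human MrgX1 receptor; Dosing: test compound in the initial addition of three; Schedule: overnight plating, then 30 min 37 °C plus 30 min room-temperature dye loading; Detection: kinetic calcium dye fluorescence, Fluo-4 NW; Controls: per-plate positive and negative controls for Z′ factor.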
KCNQ1 act: human KCNQ1 channel potentiation or activation; 310,000 compounds, 0.35% hits; AID 2648; CHO-K1 KCNQ1, thallium flux FluxOR fluorescence; hits give high values; B-score at 10 µM; P51787;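 active = fluorescence ratio B-score, a plate-corrected score, at least three library SD, with initial intensity B-score within 5 SD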
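Doses: Single concentration per compound, DMSO matched to controls | Test system: KCNQ1-transfected CHO-K1 cells | Timing: 90 min dye loading and 20 min compound exposure, both at room temperature | Measured by: Kinetic FluxOR thallium fluorescence, 10-s 1-Hz baseline, 110-s post-stimulus read | Medium: Assay buffer with matched DMSO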
KCNK9 inh: human KCNK9 channel inhibition. Q9NPC2. HEK293 KCNK9, FluxOR thallium flux fluorescence; hits give low values. B-score at 10 µM. 310,000 compounds, 1.2% hits;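 active = ratio B-score over 3 SD below the library mean, with starting fluorescence within 5 SD of its mean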;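 note: negative B-score means less thallium flux so channel inhibition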
Target sequence (Q9NPC2 whole entry, looked up): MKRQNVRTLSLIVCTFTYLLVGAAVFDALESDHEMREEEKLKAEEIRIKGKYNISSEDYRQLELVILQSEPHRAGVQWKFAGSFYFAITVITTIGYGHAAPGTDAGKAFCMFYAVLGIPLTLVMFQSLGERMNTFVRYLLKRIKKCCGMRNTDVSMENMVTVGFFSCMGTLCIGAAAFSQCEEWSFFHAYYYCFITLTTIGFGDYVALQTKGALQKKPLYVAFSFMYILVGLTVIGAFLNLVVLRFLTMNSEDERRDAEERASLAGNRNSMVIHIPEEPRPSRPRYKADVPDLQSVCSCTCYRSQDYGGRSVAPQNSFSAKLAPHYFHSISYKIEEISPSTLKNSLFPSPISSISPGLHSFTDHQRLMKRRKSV
ANO1 block: blocks the mouse calcium-activated chloride channel TMEM16A; normalized B-score (activity score, 25-100; higher = stronger inhibition) at 10 µM; AID 588511; HEK293 TMEM16A/YFP iodide influx fluorescence, ionomycin; Q8BHY3; 310,000 compounds, 1.2% hits;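 active = ratio plate-corrected score three or more library SD toward inhibition, starting fluorescence score within five deviations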;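 note: score derived from kinetic fluorescence span divided by baseline fluorescence per well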
An asterisk follows results filed as active; i = inactive; . = no result given.

entry	smiles	hERG protect	MrgX1 allo act	RGS4 inh	RGS4 pot	KCNK3 inh	KCNQ1 block	TMEM16A act	MrgX1 agonist	KCNQ1 act	KCNK9 inh	ANO1 block
1	CSc1nnc([C@@H](N)Cc2c[nH]c3ccccc23)o1	-9	i	i	i	i	i	i	i	i	i	i
2	COC(=O)C1=C(c2ccccc2)C[C@@H]2CC[C@H]1N2C(=O)N1CCCCC1	-8	i	i	i	i	i	i	i	i	i	i
3	COc1cc(OC)c(OC)cc1CNC(C)C(O)c1ccccc1 (centres undefined)	-10	i	i	i	i	i	i	i	i	i	i
4	CC(=O)Nc1ccccc1C(=O)OCC(=O)Nc1ncccn1	-6	i	i	i	i	i	i	i	i	i	i
5	Fc1ccc(CNCCc2ccccc2)cc1	-16	i	i	i	i	i	i	i	i	i	i
6	O=C1C2CCN(CC2)C1Cc1ccc(OCc2ccccc2)cc1 (centres undefined)	-19	i	i	i	i	i	i	i	i	i	i
7	Cc1ccc(OCC(=O)NCCN2CCN(C(=O)COc3ccc(C)cc3)CC2)cc1	-3	i	i	i	i	i	i	i	i	i	i
8	CCCCn1c(O)c(/C=C/C=Nc2ccccc2)c(=O)[nH]c1=O	-5	i	i	i	i	i	i	i	i	-9.2*	i
9	COc1ccccc1OCCCn1cc(C=O)c2ccccc21	-8	i	i	i	i	i	i	i	i	i	i
10	COc1ccccc1N1CCN(Cc2ccc(Cl)cc2Cl)CC1	-6	i	i	i	i	i	i	i	i	i	i
11	CN1CCN(C(=O)COc2ccc(Oc3ccccc3)cc2)CC1	-10	i	i	i	i	i	i	i	i	i	i
12	CCC(C)c1ccc(N2C(=O)NC(=O)/C(=C/c3cccn3CCOc3ccc(C)cc3)C2=O)cc1 (centres undefined)	-11	i	i	i	i	7*	i	i	i	i	i
13	CC(=O)Nc1ccc(OC(=O)N(C)c2ccc(C)cc2)cc1	-9	i	i	i	i	i	i	i	i	i	i
14	CC(O)(CS(=O)(=O)c1cccc(C(F)(F)F)c1)C(=O)Nc1cccc(C(F)(F)F)c1 (centres undefined)	-13	i	i	i	i	i	i	i	i	i	i
15	C[N+](C)(C)CC(=O)Nc1ccc(Cl)cc1C(=O)c1ccccc1	-13	i	i	i	i	i	i	i	i	i	i
16	O=C1NC(=O)C(=Cc2ccc(-c3ccc(Cl)cc3)o2)C(=O)N1	-2	i	14*	i	i	i	i	i	i	i	i
17	Cc1cc(NC(=O)CCl)on1	-4	i	i	i	i	i	i	i	i	i	i
18	CC[C@H]1CN(C)CCc2c([nH]c3ccccc23)C(=O)C[C@@H]1/C(=C\OC)C(=O)OC	-8	i	i	i	i	i	i	i	i	i	i
19	CCCCn1c(O)c(C(C)=NCCN2CCOCC2)c(=O)[nH]c1=O	-13	i	i	i	i	i	i	i	i	i	i
20	CCN(CCNc1ccc([N+](=O)[O-])c2cccnc12)S(=O)(=O)c1ccccc1	-6	i	i	i	i	i	i	i	i	i	i
21	CCOP(=O)(OCC)C1(O)C(=O)Nc2ccc(Br)cc21 (centres undefined)	-2	i	i	i	i	i	i	i	i	i	i
22	O=C1CN=C(c2ccccc2Cl)c2cc(Br)ccc2N1	-4	i	i	i	i	i	i	i	i	i	i
23	CCOP(=O)(OCC)C(c1ccccc1)N(C)C=O (centres undefined)	-8	i	i	i	i	i	i	i	i	i	i
24	O=C(c1cccc(Cl)c1)C1CCCN(Cc2ccon2)C1 (centres undefined)	-6	i	i	i	i	i	i	i	i	i	i
25	COc1cccc(C2(O)CCSCC2CN(C)C)c1 (centres undefined)	2	i	i	i	i	i	i	i	i	i	i
26	c1ccc2c(CCNCc3ccc4c(c3)OCO4)c[nH]c2c1	-17	i	i	i	i	i	i	i	i	i	i
27	CC(=O)O[C@]1(c2ccccc2)CCN(C)[C@H]2CCCC[C@@H]21	-9	i	i	i	i	i	i	i	i	i	i
28	O=c1[nH]c(=S)n(CCC2=CCCCC2)c(O)c1C=NC1CCN(Cc2ccccc2)CC1	-23	i	i	i	i	7*	i	i	i	i	100*
29	COc1ccc(C(=O)OC2CC3CCC(C2)[N+]3(C)[O-])cc1OC (centres undefined)	-11	i	i	i	i	i	i	i	i	i	i
30	Cc1ccccc1-n1c(/C=C/c2ccccn2)nc2ccccc2c1=O	-10	i	i	i	i	i	i	i	i	i	i
31	CCCCSC1=NN1c1nc(N)nc(C)c1CC	-5	i	i	i	i	i	i	i	i	i	i
32	COc1ccc(C(CNC(=O)Cc2ccc(Cl)c(Cl)c2)N(C)C)cc1 (centres undefined)	-7	i	i	i	i	i	i	i	i	i	i
33	CN1CCN(CC(=O)Nc2ccc([N+](=O)[O-])cc2C(=O)c2ccccc2)CC1	-15	i	i	i	i	i	i	i	i	i	i
34	CN(CCCCC(=O)/C=N/O)Cc1ccccc1 (tested in a mixture with another compound)	-12	i	i	i	i	i	i	i	i	i	i
35	CCCCC1(CCCC)C(=O)NC(=Nc2cccc(C)c2)NC1=O	-13	i	i	i	i	i	i	i	i	i	i
36	COc1ccc2[nH]c3c(c2c1)CCN[C@H]3C	-12	i	i	i	i	i	i	i	i	i	i
37	CCN(CC)CCN=Cc1c(O)n(C2CCCCCC2)c(=O)[nH]c1=O	-9	i	i	i	i	i	i	i	i	i	i
38	CCCCCCC(=O)N/N=C/c1c(O)n(CCc2ccccc2)c(=O)[nH]c1=O	-18	i	i	i	i	i	i	i	i	i	i
39	O=C1C2CCCN2C(c2cccnc2)N1c1ccc(Cl)cc1 (centres undefined)	-9	i	i	i	i	i	i	i	i	i	i
40	CCOc1cc(C=C2C(=O)NC(=O)NC2=O)ccc1OCC(=O)N1CCOCC1	-4	i	i	i	i	i	i	i	i	i	i

Another view of part of the listing above.
20) CCN(CCNc1ccc([N+](=O)[O-])c2cccnc12)S(=O)(=O)c1ccccc1
  hERG protect = -6 | MrgX1 allo act = i | RGS4 inh = i | RGS4 pot = i | KCNK3 inh = i | KCNQ1 block = i | TMEM16A act = i | MrgX1 agonist = i | KCNQ1 act = i | KCNK9 inh = i | ANO1 block = i
21) CCOP(=O)(OCC)C1(O)C(=O)Nc2ccc(Br)cc21 (centres undefined)
  hERG protect = -2 | MrgX1 allo act = i | RGS4 inh = i | RGS4 pot = i | KCNK3 inh = i | KCNQ1 block = i | TMEM16A act = i | MrgX1 agonist = i | KCNQ1 act = i | KCNK9 inh = i | ANO1 block = i
22) O=C1CN=C(c2ccccc2Cl)c2cc(Br)ccc2N1
  hERG protect = -4 | MrgX1 allo act = i | RGS4 inh = i | RGS4 pot = i | KCNK3 inh = i | KCNQ1 block = i | TMEM16A act = i | MrgX1 agonist = i | KCNQ1 act = i | KCNK9 inh = i | ANO1 block = i
23) CCOP(=O)(OCC)C(c1ccccc1)N(C)C=O (centres undefined)
  hERG protect = -8 | MrgX1 allo act = i | RGS4 inh = i | RGS4 pot = i | KCNK3 inh = i | KCNQ1 block = i | TMEM16A act = i | MrgX1 agonist = i | KCNQ1 act = i | KCNK9 inh = i | ANO1 block = i

(listing goes on)
entry	smiles	hERG protect	MrgX1 allo act	RGS4 inh	RGS4 pot	KCNK3 inh	KCNQ1 block	TMEM16A act	MrgX1 agonist	KCNQ1 act	KCNK9 inh	ANO1 block
41	O=[N+]([O-])c1ccc(-[n+]2c(-c3ccccc3)cc(-c3ccccc3)cc2-c2ccccc2)cc1	-10	8.4*	i	i	i	i	i	i	i	i	i
42	O=C(O)[C@@H]1C[C@H]1[C@@H](NP(=O)(c1ccccc1)c1ccccc1)c1ccccc1	-10	i	i	i	i	i	i	i	i	i	i
43	O=C1NCN(c2ccccc2)C12CCNCC2	-3	i	i	i	i	i	i	i	i	i	i
44	CC(=NCCN1CCCCC1)c1c(O)n(Cc2ccccc2)c(=O)[nH]c1=O	-6	i	i	i	i	i	i	i	i	i	i
45	O=c1[nH]c(O)c(N=Nc2ccc([N+](=O)[O-])cc2)c(=O)[nH]1	-20	i	i	i	i	i	i	i	i	i	i
46	CC(=NCCN(C)C)c1c(O)n(Cc2ccccc2)c(=O)[nH]c1=O	-11	i	i	i	i	i	i	i	i	i	i
47	Cc1cc(C)cc(N2C(=O)NC(=O)/C(=C\c3cccn3-c3ccccc3)C2=O)c1	-6	i	9.2*	i	i	i	i	i	i	i	i
48	COc1ccc(-c2nn(CCC#N)cc2C(=O)NCc2ccccc2)cc1[N+](=O)[O-]	-5	i	i	i	i	i	i	i	i	i	i
49	C[C@]12CC[C@@H](O)C[C@@H]1CC[C@@H]1[C@@H]2CC[C@]2(C)[C@@H](O)CC[C@@H]12	-6	i	i	i	i	i	i	i	i	i	i
50	COc1ccc2[nH]c3c(c2c1)CCNC3	.	i	.	.	i	.	i	i	.	.	i
51	Cc1cccc(N=Nc2ccc(N(C)C)cc2)c1	0	i	i	i	i	i	i	i	i	i	i
52	Cc1ccc(NC(=O)CN2C(=O)CN=C(c3ccccc3)c3cc(Cl)ccc32)cc1	-9	i	i	i	i	i	i	i	i	i	i
53	CCC1(CC)C(=O)N(Cc2ccccc2)C(=O)N(Cc2ccccc2)C1=O	-5	i	i	i	i	i	i	i	i	i	i
54	C/C=C(\C)C(=O)N[C@@H](c1ccccc1)[C@@H](O)C(=O)O[C@H]1C[C@@]2(O)[C@@H](OC(=O)c3ccccc3)C3[C@](C)(C(=O)[C@H](OC(C)=O)C(=C1C)C2(C)C)[C@H](O)C[C@H]1OC[C@@]31OC(C)=O (some centres undefined)	-10	i	i	i	i	i	i	i	i	i	i
55	CC(C)OP(=O)(OC(C)C)C(O)c1cccnc1 (centres undefined)	-9	i	i	i	i	i	i	i	i	i	i
56	Cc1nn(Cc2ccccc2)c(Cl)c1C(=O)OCC(=O)NCC1CCCO1 (centres undefined)	-13	i	i	i	i	i	i	i	i	i	i
57	C/C(=N\NC(N)=O)c1c(O)n(C)c(=O)n(C)c1=O	-3	i	i	i	i	i	i	i	i	i	i

Screens from PubChem.

Some of the compounds tested; count on the stated rates, not on these rows.
